GLD-1 RNA inh = GLD-1-TGE RNA interaction inhibition (C. elegans). actives 0.44% (n = 320,000). AID 2280. inhibition, % at 5.96 µM. Q17339. purified GLD-1 + fluorescein TGE RNA, fluorescence polarization;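 active means percent inhibition above a per-plate cutoff, the plate mean of test compounds plus 3 SD, cut at about 30% in these data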;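 further: 0% = DMSO wells with GLD-1 and probe and 100% = wells lacking GLD-1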
GRK2 inh = human GRK2 inhibition via aptamer displacement; P25098; bead flow cytometry, FAM-aptamer displacement from GRK2; inhibition of aptamer binding, % at 10 µM; actives 0.59% (n = 330,000); AID 488847;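 active means inhibition of aptamer binding above 40%, roughly 3 SD of noise, on plates passing a quality check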;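 further: median bead fluorescence of bound FAM aptamer so fluorescent compounds give negative values; no value below 0 was filed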
PME-1 primary = PME-1 (human) inhibition | actives 0.53% (n = 320,000) | Q9Y570 | inhibition, % at 5.9 µM | recombinant PME-1, FP-Rh probe fluorescence polarization;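 active means inhibition above the campaign mean of all compounds plus 3 SD, cut at about 26% in these data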;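 further: competitive labeling of PME-1 active site by serine hydrolase directed probe; 0% = PME-1 with DMSO and 100% = wells lacking PME-1 enzyme; inhibitors block probe labeling so polarization falls and inhibition rises; many of its hits are not listed in these tables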
Fam108B inh = blocks mouse Fam108B hydrolase in RBBP9 counter-screen; inhibition, % at 9.51 µM; recombinant Fam108B, FP-Rh probe fluorescence polarization; AID 1947; actives 0.33% (n = 300,000);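 active means inhibition above the screen mean inhibition plus 3 SD, computed separately per campaign, cut at about 18% in these data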;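 further: inhibitors lower polarization as less probe binds the enzyme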
VLA-4 inh = inhibition in a human VLA-4 binding assay; VLA-4 expressing cells, ligand binding flow cytometry; inhibition, % (about 7 µM as worked out from the volumes in the protocol); actives 0.2% (n = 330,000); AID 2557; in the data active means inhibition above about 50%
Target sequence (P13612 whole entry, looked up): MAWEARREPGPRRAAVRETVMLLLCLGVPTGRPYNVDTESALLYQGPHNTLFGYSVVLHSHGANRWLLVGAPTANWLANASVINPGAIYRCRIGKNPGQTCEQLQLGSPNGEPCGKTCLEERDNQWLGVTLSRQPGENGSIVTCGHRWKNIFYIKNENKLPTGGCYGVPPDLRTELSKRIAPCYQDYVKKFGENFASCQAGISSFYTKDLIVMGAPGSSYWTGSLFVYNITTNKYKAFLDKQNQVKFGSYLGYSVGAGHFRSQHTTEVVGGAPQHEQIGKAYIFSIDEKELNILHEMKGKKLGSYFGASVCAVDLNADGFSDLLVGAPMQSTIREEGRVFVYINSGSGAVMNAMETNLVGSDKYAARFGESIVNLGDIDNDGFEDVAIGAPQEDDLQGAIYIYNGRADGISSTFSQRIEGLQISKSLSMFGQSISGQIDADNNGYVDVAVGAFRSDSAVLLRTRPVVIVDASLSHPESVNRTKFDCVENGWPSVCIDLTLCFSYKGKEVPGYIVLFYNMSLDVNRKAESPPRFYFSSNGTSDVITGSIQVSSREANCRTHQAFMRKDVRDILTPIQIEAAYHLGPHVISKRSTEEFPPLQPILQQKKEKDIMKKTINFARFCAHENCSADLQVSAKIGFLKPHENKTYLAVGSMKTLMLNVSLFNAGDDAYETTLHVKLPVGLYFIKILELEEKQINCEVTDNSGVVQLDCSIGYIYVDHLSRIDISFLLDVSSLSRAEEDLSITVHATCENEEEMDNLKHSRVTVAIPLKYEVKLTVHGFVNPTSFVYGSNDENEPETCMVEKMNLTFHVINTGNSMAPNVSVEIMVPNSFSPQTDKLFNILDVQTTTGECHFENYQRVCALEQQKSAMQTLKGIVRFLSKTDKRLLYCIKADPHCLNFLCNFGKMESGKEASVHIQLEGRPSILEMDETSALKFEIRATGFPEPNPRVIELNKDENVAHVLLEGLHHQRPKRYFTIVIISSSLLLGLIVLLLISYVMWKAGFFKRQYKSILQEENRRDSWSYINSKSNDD
BCLXL inh = blocks human Bcl-xL binding to Bim BH3 peptide; Q07817; GST-Bcl-xL / FITC-Bim BH3 peptide fluorescence polarization; inhibition, % at 10.9 µM; actives 0.7% (n = 320,000);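 active means inhibition above the mean of all tested compounds plus 3 SD, cutoff set per campaign, cut at about 30% in these data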;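 further: 0% = DMSO wells and 100% = unlabeled Bim-BH3 peptide competitor; inhibitors lower millipolarization by displacing the labeled peptide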
MEX-5 binding = C. elegans MEX-5 TCR-2 RNA binding activity; Q9XUB2; MEX-5/FITC-TCR2 RNA binding, fluorescence polarization; stronger effect = lower value; activity score (negative = inhibition of binding), % at 10 µM; actives 0.38% (n = 300,000);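 active means inhibition past about -25% in most replicates, and total fluorescence under double the plate's negative control median, limit read from the data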;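 further: 0% = DMSO and -100% = 5 µM competing unlabeled TCR2 RNA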
MCL1-BIM inh = disrupts human MCL1 binding to BIM-BH3 peptide; GST-MCL1 / FITC-Bim-BH3 fluorescence polarization; inhibition, % at 10.9 µM; actives 0.68% (n = 320,000); Q07820;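 active means inhibition above the mean inhibition of all tested compounds plus 3 SD, set per campaign, cut at about 40% in these data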;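 further: 0% = DMSO wells and 100% = unlabeled Bim-BH3 peptide control; higher means more loss of mP so more displacement of Bim peptide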
Efflux pump mplx = inhibitors of Candida antifungal efflux pumps expressed in yeast | actives 0.44% (n = 330,000) | AID 485275 | S. cerevisiae Candida pump triplex, Nile Red efflux | inhibition, % at 10 µM;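 active means plate passing quality check with inhibition over a set limit, or well fluorescence over plate mean plus 4 SD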;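 further: Nile Red retained in pooled yeast measured as flow cytometry median fluorescence; 0% = buffer negative control and 100% = Enniatin B positive control; higher means more Nile Red kept so more efflux inhibition; some compounds called inactive have numbers as strong as hits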
Numbers without * were called inactive; / = no result given. These rows are one share of the data, so the mix of outcomes need not match the whole.

Structure	GLD-1 RNA inh	GRK2 inh	PME-1 primary	Fam108B inh	VLA-4 inh	BCLXL inh	MEX-5 binding	MCL1-BIM inh	Efflux pump mplx
O=C(C1CC1)N1N=C2CCCCC2C1(O)C(F)(F)F (stereo not given)	-5	0	-5	-2	7	6	1.4	4	-0.1
COc1ccc(C(=O)C2CCCN(Cc3cccn3-c3ccccn3)C2)cc1F (stereo not given)	2	0	1	-1	4	6	0.4	3	0.1
COc1ccc(CN2CC(=O)N(c3ccc(C)c(C)c3)C2=S)cc1OC	-10	0	5	-1	3	0	1.3	-9	0.5
COc1ccc(NC(=O)CC2C(=O)N(Cc3cccs3)C(=S)N2C(C)C)cc1 (stereo not given)	8	0	2	1	6	6	1.1	4	0.1
COc1c(S(=O)(=O)NCCCN2CCOCC2)ccc(Cl)c1Cl	5	0	-4	-1	1	3	/	6	-0.1
O=C(CCC(=O)N1CCOc2ccccc21)NCCc1ccccc1	5	0	-7	-1	19	3	-0.8	-3	0.1
CCOC(=O)c1sc(N/N=C/c2cc(Br)c(O)c(OC)c2)nc1C	0	0	28*	17	-7	7	-4.2	30	0.1
O=C(O)CCCNC(=O)c1nn(Cc2ccccc2)c(=O)c2ccccc12	-3	0	-3	2	5	0	0.3	1	0.0
Nn1cnc2scc(-c3ccc(Cl)cc3)c2c1=O	-2	1	-9	3	1	4	1.4	3	-0.1
COc1ccc(NC(=O)Nc2cccc(NC(C)=O)c2)c(OC)c1	3	0	-5	-6	6	4	1.7	6	0.1
CCC(C)OC(=O)C1=C(C)OC23OC(N)=C(C#N)C12C(=O)c1ccccc13 (stereo not given)	6	0	1	-5	-2	3	-2.2	1	0.4
Cn1c(N)c(C(=O)COC(=O)Cc2cccs2)c(=O)n(C)c1=O	-6	0	/	/	7	/	/	/	0.2
CC(NS(=O)(=O)c1ccc(F)cc1)C(=O)Nc1ccc2c(c1)OCCO2 (stereo not given)	6	3	5	3	-10	5	-0.6	7	-1.3
Cc1ccc(CN(c2ccc(C(=O)NCC3CCCO3)cc2)S(C)(=O)=O)cc1 (stereo not given)	5	0	6	4	-3	5	1.4	-1	0.1
CC(=O)c1cccc(NC(=O)CN(C)S(=O)(=O)c2ccc3c(c2)CC(C)N3C(C)=O)c1 (stereo not given)	0	2	4	0	-2	2	-3.4	6	-0.1
CSc1ccccc1NC(=O)Nc1cccc(F)c1	6	0	0	-3	6	2	1.2	6	0.1
CCC1Nc2ncnc(N3CCCCC3)c2N(Cc2ccccc2)C1=O (stereo not given)	3	0	6	6	-8	7	-2.4	3	0.1
COC(=O)c1ccc(NC(=O)CCN2CCOCC2)cc1	3	5	-8	3	-27	6	-0.2	5	-0.1
COc1ccccc1-c1nc(SCC(=O)N2CCOCC2)n[nH]1	-8	0	-1	1	10	-1	-3.9	-6	0.1
Cc1ccc(C)c2[nH]c(=O)c(CN(CCN3CCOCC3)Cc3nnnn3CC3CCCO3)cc12 (stereo not given)	5	0	3	2	-1	4	-2.9	9	-0.1
O=c1oc2ccccc2c(Nc2ccccc2O)c1[N+](=O)[O-]	3	1	-5	1	-7	4	-0.7	6	0.0
CCOc1ccc(N(CC(=O)NC2CC3CCC2C3)S(=O)(=O)c2ccccc2)cc1 (stereo not given)	5	0	0	-2	2	3	-0.5	3	0.0
CC(C)CN1CCC(=O)N(CCO)CC1	9	0	1	2	-8	5	6.0	2	-0.1
Cc1cccc(OCC(O)Cn2ccnc2C)c1 (stereo not given)	2	0	-1	-1	7	9	-0.6	9	-0.1
COc1ccc(-n2nc(C(=O)NCC(=O)N3CCN(c4ccccc4)CC3)c3ccccc3c2=O)c(OC)c1	-5	0	4	1	0	-1	2.6	-6	0.2

Following part.
structure	GLD-1 RNA inh	GRK2 inh	PME-1 primary	Fam108B inh	VLA-4 inh	BCLXL inh	MEX-5 binding	MCL1-BIM inh	Efflux pump mplx
FC(F)Sc1ccc(-n2cc(-c3ccccc3)[n+]3c2CCC3)cc1	2	0	2	3	-8	0	1.7	-1	-0.1
O=C(c1cccc(NS(=O)(=O)c2ccc(F)c(F)c2)c1)N1CCN(Cc2ccccc2)CC1	10	0	1	-6	29	12	-3.7	13	0.1
Cc1cc(NC(=O)c2ccc(Cl)cc2Cl)n(CCC#N)n1	-2	0	-12	2	0	3	-1.7	-2	0.1
Oc1c(C(c2ccccc2Cl)N2CCCC2)ccc2cccnc12 (stereo not given)	4	0	1	0	7	10	1.7	8	0.0
CCC(Sc1nc2ccccc2c(=O)[nH]1)C(=O)O (stereo not given)	3	2	-1	-2	4	5	0.3	2	0.0
COc1cc(NC(=O)CCC(=O)Nc2ccc3nc(N4CCOCC4)cc(C)c3c2)cc(OC)c1OC	-2	0	-4	0	-9	0	0.9	-5	0.0
Cc1nc2ccccc2nc1CSc1nncs1	-3	1	-6	3	16	2	-1.9	2	0.0
COc1ccc(OC)c(C2CC(c3ccccc3)=NN2C(=S)Nc2ccccc2)c1 (stereo not given)	4	1	-1	-7	0	3	-1.8	1	0.0
CC(=O)Oc1ccc(-c2csc(Nc3ccc(S(N)(=O)=O)cc3)n2)cc1	6	1	-3	7	6	3	0.2	0	-0.1
O=C(Cc1c(F)cccc1Cl)NCCc1c[nH]c2ccccc12	3	1	-2	6	6	-4	-3.2	2	-0.2
COc1ccc(N2CCN(C(=O)C3CCN(C(=O)c4ccc([N+](=O)[O-])cc4)CC3)CC2)cc1	4	0	5	1	-10	-1	-1.4	-9	0.1
O=c1[nH]cnc2c1sc(=S)n2-c1ccccc1	9	2	-4	-2	32	10	1.0	9	0.0
Cc1cccc(NC(=O)CSCc2cc(=O)n3ccsc3n2)c1C	-2	0	5	1	-11	-1	-1.3	-2	0.3
O=C(CSc1ncn[nH]1)N1CCN(c2nnc(-c3ccccc3)c3ccccc23)CC1	6	0	6	-1	12	7	1.0	10	0.3
O=C(CN1CCCC1)Nc1ccc(NC(=O)Nc2ccccc2)cc1	3	0	0	-4	-1	3	-3.7	5	-0.1
COc1ccc(C2C(C(=O)OCC(=O)Nc3ccc(C)cc3)CCC(=O)N2c2ccc(OC)cc2)cc1 (stereo not given)	1	0	-6	2	3	-2	-3.3	-7	0.1
O=C(COc1ccc(Cl)cc1)N1CCN(S(=O)(=O)c2ccc(Cl)cc2)CC1	1	0	11	3	-4	0	-0.9	7	-0.4
CC(C)Sc1nc(SCC(=O)NCc2ccco2)c2c3c(sc2n1)COC(C)(C)C3	6	3	-4	3	0	3	-1.3	8	-0.2
COc1ccccc1CNC(=O)CCn1c(=O)sc2ccccc21	7	0	0	2	13	1	1.6	2	-0.1
COCCCn1cc(C(=O)c2cc(OC)ccc2OCC(=O)N2CCCCC2C)cc(C#N)c1=O (stereo not given)	7	0	-4	6	3	-3	1.9	-5	-0.2
O=C1CC(c2ccc(OCCCCCOc3ccc(C4CC(=O)NC4=O)cc3)cc2)C(=O)N1 (stereo not given)	6	2	-4	-2	-1	-3	-1.5	1	0.0
CCCCCOC(=O)C1=C(C)NC(=O)NC1c1ccc([N+](=O)[O-])cc1 (stereo not given)	3	2	2	-1	7	4	3.7	-6	0.1
CC1(C)CC(=O)c2cc(OCC(=O)NCCN3CCCc4ccccc43)ccc2O1	7	1	-1	-2	-1	2	0.6	-2	-0.2
O=C(N=Nc1c(O)[nH]c2ccc(Cl)cc12)c1cc(-c2cccs2)nc2ccccc12	-1	0	0	4	-5	1	-0.6	-3	0.4
COc1ccc(S(=O)(=O)Nc2cccc(C)n2)c2ccccc12	6	0	4	-3	0	1	0.0	-6	0.0
COC(=O)N1CN(C(=O)OC)CN(C(=O)OC)C1	-4	0	-3	4	-11	8	3.0	7	0.1
COc1ccc(S(=O)(=O)N(C)CC(=O)NC2CCCC2)cc1OC	1	10	7	0	10	7	0.3	-1	0.0
O=C(c1cc(-c2ccc3c(c2)OCO3)on1)N1CCCCC1	3	0	1	-2	-9	4	-0.9	-2	0.0
O=C(c1ccco1)N1CCN(C(=O)C2CCCO2)CC1 (stereo not given)	5	0	0	-1	13	2	1.8	11	-0.1
O=C(CCc1ccccc1)N=C1SC2CS(=O)(=O)CC2N1c1ccccc1F (stereo not given)	-1	0	-9	-1	-4	2	0.3	6	-0.1

Four entries from above, reformatted.
COc1ccccc1CNC(=O)CCn1c(=O)sc2ccccc21
  GLD-1 RNA inh: 7
  GRK2 inh: 0
  PME-1 primary: 0
  Fam108B inh: 2
  VLA-4 inh: 13
  BCLXL inh: 1
  MEX-5 binding: 1.6
  MCL1-BIM inh: 2
  Efflux pump mplx: -0.1

COc1ccc(OC)c(C2CC(c3ccccc3)=NN2C(=S)Nc2ccccc2)c1 (stereo not given)
  GLD-1 RNA inh: 4
  GRK2 inh: 1
  PME-1 primary: -1
  Fam108B inh: -7
  VLA-4 inh: 0
  BCLXL inh: 3
  MEX-5 binding: -1.8
  MCL1-BIM inh: 1
  Efflux pump mplx: 0.0

CC(C)Sc1nc(SCC(=O)NCc2ccco2)c2c3c(sc2n1)COC(C)(C)C3
  GLD-1 RNA inh: 6
  GRK2 inh: 3
  PME-1 primary: -4
  Fam108B inh: 3
  VLA-4 inh: 0
  BCLXL inh: 3
  MEX-5 binding: -1.3
  MCL1-BIM inh: 8
  Efflux pump mplx: -0.2

O=C(c1cccc(NS(=O)(=O)c2ccc(F)c(F)c2)c1)N1CCN(Cc2ccccc2)CC1
  GLD-1 RNA inh: 10
  GRK2 inh: 0
  PME-1 primary: 1
  Fam108B inh: -6
  VLA-4 inh: 29
  BCLXL inh: 12
  MEX-5 binding: -3.7
  MCL1-BIM inh: 13
  Efflux pump mplx: 0.1

New compounds follow:
structure	GLD-1 RNA inh	GRK2 inh	PME-1 primary	Fam108B inh	VLA-4 inh	BCLXL inh	MEX-5 binding	MCL1-BIM inh	Efflux pump mplx
CC(C)(C)C(=O)Nc1ccc(F)cc1[N+](=O)[O-]	12	2	-6	2	-1	4	-0.7	11	-0.1
CCOC(=O)C1CCCN(C(=O)Cn2nc(C)c3c(C)n(-c4ccccc4)nc3c2=O)C1 (stereo not given)	4	0	3	-1	-4	4	-2.7	5	-0.3
CCNC(=S)NNC(=O)Cn1c(=O)c2c(ncn2CCOC)n(Cc2ccccc2)c1=O	4	1	-4	-4	0	4	-2.6	4	-0.2
CCn1c(N)[n+](CC(=O)Nc2ccc(SC(F)F)cc2)c2ccccc21	4	0	3	-2	-3	5	1.1	8	-0.1
Cn1cnnc1SCC(=O)Nc1ncc(C(F)(F)F)cc1Cl	10	6	-3	3	-7	-6	0.8	-3	-0.2
CC(C)CCOP(=O)(c1ccc(N(C)C)cc1)C(O)c1ccc(Cl)cc1Cl (stereo not given)	8	0	6	2	3	3	-1.1	4	0.1
O=C(/C=N/O)NCCN1CCCCC1	-2	0	2	3	16	5	-3.9	4	0.1
CC(=O)NC(=S)Nc1ccc(NC(=O)COc2ccc(Cl)cc2Cl)cc1	5	2	-14	-14	-10	0	0.4	0	0.1

Assay outcomes deposited in PubChem BioAssay by several laboratories.
